Screening data: PubChem, The Scripps Research Institute Molecular Screening Center
pPAFAH inh – inhibitors of human plasma PAF acetylhydrolase (pPAFAH); Q13093; recombinant pPAFAH, FP-rhodamine probe fluorescence polarization; inhibition, % at 3.39 µM; 330,000 compounds, 1.5% hits;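 active = inhibition above the mean inhibition across the screen plus 3 SD, cut at about 25% in these data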;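 note: inhibitors block binding of the rhodamine activity-based probe so polarization drops; 0% = enzyme with DMSO and 100% = wells lacking pPAFAH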
LYPLA2 inh – counter-screen for PME1 inhibitors: inhibitors of human LYPLA2. O95372. recombinant LYPLA2, FP-Rh probe fluorescence polarization. inhibition, % at 5.9 µM. 320,000 compounds, 0.38% hits. AID 2177;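 active = inhibition above the screen-wide mean plus 3 SD, limit set per campaign, cut at about 26% in these data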;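 note: 0% = LYPLA2 with DMSO and 100% = wells lacking LYPLA2 enzyme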
EBNA-1 inhibitor – blocks EBNA-1 binding to DNA; EBNA-1 DNA binding, fluorescence polarization; 300,000 compounds, 0.34% hits; AID 1950; inhibition, % at 14.8 µM; in the data active = inhibition above about 28%
PREPL inhibitor – inhibitors of human prolyl oligopeptidase-like enzyme PREPL; 320,000 compounds, 0.68% hits; inhibition, % at 5.96 µM; Q4J6C6; recombinant PREPL, fluorescence polarization activity-based probe; AID 2751; in the data active = inhibition above about 43%;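 note: 0% = enzyme with DMSO and 100% = wells lacking enzyme; many of its hits are not listed in these tables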
Target sequence (Q4J6C6 whole entry, looked up): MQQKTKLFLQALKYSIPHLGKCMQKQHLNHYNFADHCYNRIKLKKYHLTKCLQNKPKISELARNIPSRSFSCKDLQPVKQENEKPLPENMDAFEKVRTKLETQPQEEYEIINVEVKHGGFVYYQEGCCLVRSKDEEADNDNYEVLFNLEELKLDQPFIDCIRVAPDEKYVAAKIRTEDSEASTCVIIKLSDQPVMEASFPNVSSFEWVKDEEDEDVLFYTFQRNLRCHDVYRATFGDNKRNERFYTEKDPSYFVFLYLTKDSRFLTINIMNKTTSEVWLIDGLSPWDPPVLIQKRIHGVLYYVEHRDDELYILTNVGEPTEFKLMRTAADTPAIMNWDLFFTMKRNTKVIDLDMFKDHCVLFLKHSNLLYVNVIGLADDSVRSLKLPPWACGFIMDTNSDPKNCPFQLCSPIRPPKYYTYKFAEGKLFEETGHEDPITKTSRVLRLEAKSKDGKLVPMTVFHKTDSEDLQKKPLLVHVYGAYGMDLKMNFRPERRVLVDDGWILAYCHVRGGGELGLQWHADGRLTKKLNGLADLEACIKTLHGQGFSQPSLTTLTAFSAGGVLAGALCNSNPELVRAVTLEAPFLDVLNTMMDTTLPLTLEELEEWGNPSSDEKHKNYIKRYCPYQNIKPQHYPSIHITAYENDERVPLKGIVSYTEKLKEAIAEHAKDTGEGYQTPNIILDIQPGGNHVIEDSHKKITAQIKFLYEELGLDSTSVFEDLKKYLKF
LYPLA1 inh – blocks human lysophospholipase 1, a PME1 counter-screen | AID 2174 | O75608 | recombinant LYPLA1, FP-Rh probe fluorescence polarization | inhibition, % at 5.9 µM | 320,000 compounds, 0.16% hits;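 active = inhibition above the mean of all tested compounds plus 3 SD, set per campaign, cut at about 14% in these data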;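 note: inhibitors block serine hydrolase probe labeling of LYPLA1 so polarization falls; 0% = enzyme with DMSO and 100% = wells lacking LYPLA1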
ZTA counter – counter-screen for EBNA-1 inhibitors: inhibitors of Epstein-Barr virus ZTA | P03206 | ZTA-DNA binding, fluorescence polarization | inhibition, % at 11 µM | 320,000 compounds, 0.15% hits; in the data active = inhibition above about 33%
Target sequence (P03206 whole entry, looked up): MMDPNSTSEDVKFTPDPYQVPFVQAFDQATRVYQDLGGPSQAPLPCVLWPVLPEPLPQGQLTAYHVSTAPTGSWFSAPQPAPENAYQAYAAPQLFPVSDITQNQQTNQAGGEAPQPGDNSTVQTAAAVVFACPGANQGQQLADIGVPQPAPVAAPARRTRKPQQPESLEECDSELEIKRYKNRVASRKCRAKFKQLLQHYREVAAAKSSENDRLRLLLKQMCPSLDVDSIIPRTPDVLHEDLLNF
PAFAH1B3 inh – inhibitors of human PAFAH1B3; Q15102; recombinant PAFAH1B3, FP-rhodamine probe, fluorescence polarization; inhibition, % at 3.39 µM; 340,000 compounds, 0.28% hits;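 active = inhibition above the screen-wide average of all tested compounds plus 3 SD, cut at about 25% in these data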;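 note: 0% = enzyme with DMSO only and 100% = wells lacking PAFAH1B3 protein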
PAFAH2 inh – inhibitors of human PAFAH2. inhibition, % at 3.39 µM. recombinant PAFAH2, FP-rhodamine activity probe, fluorescence polarization. 340,000 compounds, 0.99% hits;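 active = inhibition above the mean over all tested compounds plus 3 SD, cut at about 30% in these data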;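 note: inhibitors block probe labeling of enzyme so polarization drops; 0% = enzyme with DMSO and 100% = wells lacking PAFAH2 protein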
PAFAH1B2 FP inh – inhibitors of human PAFAH1B2 | P68402 | recombinant PAFAH1B2, FP-rhodamine activity probe, fluorescence polarization | inhibition, % at 3.39 µM | 340,000 compounds, 1.2% hits | AID 492953;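 active = inhibition above the mean of all tested compounds plus 3 SD, cut at about 24% in these data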;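 note: 0% = enzyme with DMSO and 100% = wells lacking PAFAH1B2; many of its hits are not listed in these tables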
Active calls of the source: *; nt = not tested or not shown. Not all compounds are listed. The share of hits here may be higher or lower than overall.

SMILES	pPAFAH inh	LYPLA2 inh	EBNA-1 inhibitor	PREPL inhibitor	LYPLA1 inh	ZTA counter	PAFAH1B3 inh	PAFAH2 inh	PAFAH1B2 FP inh
O=C(CSc1n[nH]c(-c2cccnc2)n1)Nc1ccc(Br)cc1	2	2	-11	-22	-1	-5	-1	5	3
O=C(NNC(=S)Nc1ccc(F)cc1)C1CC1c1ccc(Cl)cc1 (stereo unspecified)	4	2	-2	-11	2	0	-7	-2	10
O=C(COc1ccc(Br)cc1Cl)N1CCN(c2ccccn2)CC1	2	5	12	-25	-2	1	-8	1	1
CC(=O)NC1C(Oc2ccc3c(C)cc(=O)oc3c2)OC(COC(C)=O)C(OC(C)=O)C1OC(C)=O (stereo unspecified)	5	4	6	2	1	1	5	1	0
O=C(COC(=O)c1ccc(S(=O)(=O)N2CCCC2)cc1)NCc1ccco1	11	2	3	-10	3	-5	16	-4	3
Cc1ccc(NC(=O)COC(=O)c2cccnc2Cl)cc1S(=O)(=O)N1CCCCC1	4	0	7	6	1	-1	16	53*	5
CCCCn1c(N)c(N(CCOC)C(=O)CCCc2nc3ccccc3s2)c(=O)[nH]c1=O	2	4	-5	-6	-1	14	4	5	-1
COc1ccc(C(=O)OCC(=O)Nc2ccc(Cl)c(C(F)(F)F)c2)c(OC)c1OC	21	-2	8	18	-11	-21	-3	68*	3
CC(C)(C)C(=O)Nc1ccccc1C(=O)NCc1cccnc1	-6	-11	-1	-24	-3	-1	-4	-11	1
Cc1ccc(NC(=O)Nc2ccc3c(c2)C(=O)OC3)cc1Cl	0	-4	0	-5	-2	-2	nt	nt	nt
O=C(Nc1ccc(Cl)c(S(=O)(=O)N2CCOCC2)c1)c1cc(=O)[nH]c2ccccc12	0	9	nt	4	0	-23	-4	8	-3
COc1cccc(OC)c1-c1nn(-c2ncc(C(F)(F)F)cc2Cl)c(=O)o1	4	12	-2	11	-2	-10	2	1	6
Cc1ccc(OCC(=O)Nc2ccc3c(c2)nc(CCN2CCCCC2)n3C)cc1	6	-5	-4	25	-2	-21	11	-2	5
Cc1ccccc1Cn1ccc(NC(=O)c2nc3ncccn3n2)n1	1	-2	2	-2	-5	17	5	-3	5
CC1=CN2C(=N)/C(=C/c3ccc([N+](=O)[O-])o3)C(=O)N=C2S1	44*	23	9	16	17*	15	-10	8	-2
Nc1nc(CSC(=S)N2CCN(c3ccccc3)CC2)nc(Nc2ccc(F)cc2)n1	-2	-17	2	-17	-18	-20	4	-7	0
O=C(CN(Cc1ccccc1)S(=O)(=O)c1ccccc1)N1CCOCC1	1	1	-5	-2	0	5	7	3	7
O=C(c1cccc(Oc2ccc([N+](=O)[O-])cc2Cl)c1)N1CCOCC1	3	12	5	15	0	5	2	-2	5
Cc1ccc(N(CC(=O)NCc2cccnc2)S(C)(=O)=O)cc1C	0	3	8	-3	3	1	12	5	7
CCC(C)(C)n1nnnc1C(c1ccc2ncccc2c1)N1CCN(Cc2ccc3c(c2)OCO3)CC1 (stereo unspecified)	-2	1	-4	20	0	4	-1	10	4
COc1cccc(C2NC(=O)NC(C)=C2C(=O)OCC2CCCCC2)c1 (stereo unspecified)	1	0	4	4	-1	8	5	-1	3
CC(C)=CCC/C(C)=C/CNC(=O)C[C@H]1C[C@H](C(=O)N2CCCCC2)[C@@]2(C)c3[nH]c4ccc(Cl)cc4c3CCN2C1=O	0	nt	nt	nt	nt	nt	5	-14	2
O=C(NC(Cc1c[nH]c2ccccc12)C(=O)OCC(=O)c1cccc2ccccc12)c1cccs1 (stereo unspecified)	-5	-28	8	10	-23	-20	-13	-28	-10
Cn1c(N/N=C\c2cccc(O)c2)cc(=O)n(C)c1=O	-1	4	-3	-3	1	-1	5	-4	3
COc1ccc(Cn2ccnc2SCC(=O)NC2CCCCC2)cc1	-4	0	12	18	-3	14	4	6	4

Profiles, quoted from the list. Order of screens: pPAFAH inh	LYPLA2 inh	EBNA-1 inhibitor	PREPL inhibitor	LYPLA1 inh	ZTA counter	PAFAH1B3 inh	PAFAH2 inh	PAFAH1B2 FP inh
Cc1ccc(N(CC(=O)NCc2cccnc2)S(C)(=O)=O)cc1C in the list: 0	3	8	-3	3	1	12	5	7
Cc1ccc(OCC(=O)Nc2ccc3c(c2)nc(CCN2CCCCC2)n3C)cc1 in the list: 6	-5	-4	25	-2	-21	11	-2	5
CC(=O)NC1C(Oc2ccc3c(C)cc(=O)oc3c2)OC(COC(C)=O)C(OC(C)=O)C1OC(C)=O (stereo unspecified) in the list: 5	4	6	2	1	1	5	1	0

Back to the main list, starting five compounds before the break.
SMILES	pPAFAH inh	LYPLA2 inh	EBNA-1 inhibitor	PREPL inhibitor	LYPLA1 inh	ZTA counter	PAFAH1B3 inh	PAFAH2 inh	PAFAH1B2 FP inh
COc1cccc(C2NC(=O)NC(C)=C2C(=O)OCC2CCCCC2)c1 (stereo unspecified)	1	0	4	4	-1	8	5	-1	3
CC(C)=CCC/C(C)=C/CNC(=O)C[C@H]1C[C@H](C(=O)N2CCCCC2)[C@@]2(C)c3[nH]c4ccc(Cl)cc4c3CCN2C1=O	0	nt	nt	nt	nt	nt	5	-14	2
O=C(NC(Cc1c[nH]c2ccccc12)C(=O)OCC(=O)c1cccc2ccccc12)c1cccs1 (stereo unspecified)	-5	-28	8	10	-23	-20	-13	-28	-10
Cn1c(N/N=C\c2cccc(O)c2)cc(=O)n(C)c1=O	-1	4	-3	-3	1	-1	5	-4	3
COc1ccc(Cn2ccnc2SCC(=O)NC2CCCCC2)cc1	-4	0	12	18	-3	14	4	6	4
COc1cc(OC)cc(C(=O)Nc2ccc(-n3cnnn3)c(C)c2)c1	1	-2	-3	-2	-2	-4	6	5	0
O=C(Nc1ccccc1)c1ccc(=O)n(Cc2ccc(F)c(F)c2)c1	2	6	-3	-2	1	13	-3	-2	2
Cc1c(/C=N/NC(=O)c2cccs2)c2ccccc2n1Cc1ccccc1Cl	0	-1	3	10	-1	-1	5	2	5
COc1ccc(S(=O)(=O)N2CCSC2)cc1C	2	5	-2	4	3	10	4	-4	-5
NC(=O)c1cc(NC(=O)CCNS(=O)(=O)c2cccc(C(F)(F)F)c2)cc(C(N)=O)c1	1	2	-7	-7	1	-24	10	0	24
Cc1ccc(S(=O)(=O)Cn2nnnc2C(C(C)C)N2CCN(Cc3ccco3)CC2)cc1 (stereo unspecified)	2	4	7	-2	-1	5	9	6	3
CCCN(CC(=O)Nc1ccccc1C)C(=O)c1ccc2ccccc2n1	-1	2	5	17	2	-16	7	3	8
Cc1nccn1C(c1ccccc1)c1ccccc1	-5	0	-7	7	0	-9	1	-5	13
COc1ccc(NC(=O)C2CCCN(c3ncccn3)C2)cc1 (stereo unspecified)	-1	3	4	-1	-2	1	-3	-7	3
CC(C)(C)OC(=O)N1CCC(c2c(C(=O)NCC3CCN(C4CCCC4)C3)cnn2-c2ccc(F)cc2)CC1 (stereo unspecified)	2	-3	-15	-3	0	-14	5	11	7
Cc1ccc(S(=O)c2ccc(C)cc2)cc1	4	5	-3	-6	1	17	8	-5	3
COc1ccc(CNC(=O)C(c2ccncc2)N(C(=O)Cc2cccs2)c2cccc(C)c2)cc1 (stereo unspecified)	-3	2	5	14	-2	-9	8	3	9
Cc1ccccc1NS(=O)(=O)c1ccc(C(=O)NCC2CCCO2)cc1 (stereo unspecified)	25*	7	-2	-5	0	20	1	-2	1
CCOCCCNC(=O)c1cc(Cl)c(NC(=O)C2=C(C)OCCS2)cc1OC	2	-5	4	-1	-5	10	3	-4	5
O=C(CSc1nc2ncc(Cl)cc2[nH]1)N(Cc1ccccc1)C1CCS(=O)(=O)C1 (stereo unspecified)	4	5	-9	5	0	5	4	-4	1
COc1ccccc1CNc1ccc(Br)cn1	4	0	-19	6	-4	-7	5	4	0
O=c1ccc2cc(S(=O)(=O)N3CCOCC3)ccc2o1	1	1	-6	5	-1	-11	-4	5	0
CCOc1ccc(-c2nnn(CC(=O)NCc3ccc(C)cc3)n2)cc1	2	-11	4	-8	-2	22	2	0	-3
CCCOCCOC(=O)c1[nH]c2c(c1C)C(=O)CC(c1cc(OC)ccc1OC)C2 (stereo unspecified)	4	4	9	-9	4	-2	3	-8	0
C=CCn1c(=O)c2c(C)c(C)sc2n2c(Nc3ccccc3)nnc12	1	5	-11	-56	2	-8	-4	5	3
Cc1ccc(S(=O)(=O)CCC(=O)OCC(=O)N(C)C2CCS(=O)(=O)C2)cc1 (stereo unspecified)	-4	5	-7	-2	1	-10	7	-3	1
O=C(Cn1cnc2c(nnn2Cc2ccc(Cl)cc2)c1=O)N1CCN(c2ccccc2)CC1	7	5	8	25	0	0	-3	7	7
COc1ccc(/C(O)=C/c2nc3ccccc3n(-c3ccccc3)c2=O)cc1	3	-2	-2	-4	-5	9	-4	-10	1
Cc1ccnc2nc(C(=O)OCC(=O)NCc3cccc(Cl)c3)nn12	4	3	nt	0	-2	1	2	1	0
CN(C(=O)N1CCN(c2ccccn2)CC1)c1ccccc1	0	4	3	3	0	6	2	-3	2

Fetched one by one from the list above, two records:
SMILES	pPAFAH inh	LYPLA2 inh	EBNA-1 inhibitor	PREPL inhibitor	LYPLA1 inh	ZTA counter	PAFAH1B3 inh	PAFAH2 inh	PAFAH1B2 FP inh
Cc1nccn1C(c1ccccc1)c1ccccc1	-5	0	-7	7	0	-9	1	-5	13
CN(C(=O)N1CCN(c2ccccn2)CC1)c1ccccc1	0	4	3	3	0	6	2	-3	2

More structures.
SMILES	pPAFAH inh	LYPLA2 inh	EBNA-1 inhibitor	PREPL inhibitor	LYPLA1 inh	ZTA counter	PAFAH1B3 inh	PAFAH2 inh	PAFAH1B2 FP inh
CCCN1CCN(CCCNC(=O)C2CCCN(c3nc4ccc(OCC)cc4s3)C2)CC1 (stereo unspecified)	0	2	-22	11	2	-5	5	6	4
CCC(C)Sc1nnc(NC(=O)c2ccco2)s1 (stereo unspecified)	4	1	-11	-5	2	-4	7	9	8
O=C(N/N=C\c1ccc(Cl)s1)c1cccs1	1	3	2	-2	3	15	8	1	1
CCNC(=O)Cc1ccc(Br)cc1	-1	9	6	7	3	-10	3	1	3
Oc1ccc(Br)cc1/C=N/n1cnc2ccccc21	4	-6	0	2	-4	12	0	4	4
Nc1nc(Nc2ccc(Cl)cc2)n[nH]1	0	0	-3	12	-1	-4	0	1	3
FC(F)(F)c1ccc(Cl)c(NC(=S)NC2CC2)c1	1	3	2	3	1	7	5	-2	-2
CC1=C/C(=N\NC(=S)NCc2ccccc2)CC1	-2	-1	-1	12	-1	-3	9	1	4
O=C(c1sc2cc(Cl)ccc2c1Cl)N1CCN(CCc2ccccn2)CC1	8	7	8	10	5	-2	9	2	1
CCOC(=O)CCCNC(=O)CN1C(=O)NC2(CCCCCC2)C1=O	7	4	15	9	0	14	2	-9	1
Clc1cccc(-c2ccc(/C=N/n3cnnc3)o2)c1Cl	6	5	6	4	-1	9	-2	-2	-5
COc1ccc(N2C(=O)C(Cl)=C(Nc3ccccc3O)C2=O)cc1	8	-2	-6	4	1	3	0	1	4

Marked active in PAFAH2 inh, of those listed so far:
Structure	pPAFAH inh	EBNA-1 inhibitor	PREPL inhibitor	PAFAH1B3 inh	PAFAH2 inh	PAFAH1B2 FP inh
Cc1ccc(NC(=O)COC(=O)c2cccnc2Cl)cc1S(=O)(=O)N1CCCCC1	4	7	6	16	53*	5
COc1ccc(C(=O)OCC(=O)Nc2ccc(Cl)c(C(F)(F)F)c2)c(OC)c1OC	21	8	18	-3	68*	3
